VHR inh abs: DUSP3 (human) phosphatase inhibition | 290,000 compounds, 0.52% hits | recombinant VHR phosphatase, pNPP absorbance | inhibition, % at 13.3 µM | P51452; in the data active = inhibition above about 50%; also: some compounds called inactive have numbers as strong as hits
Target sequence (P51452 whole entry, looked up): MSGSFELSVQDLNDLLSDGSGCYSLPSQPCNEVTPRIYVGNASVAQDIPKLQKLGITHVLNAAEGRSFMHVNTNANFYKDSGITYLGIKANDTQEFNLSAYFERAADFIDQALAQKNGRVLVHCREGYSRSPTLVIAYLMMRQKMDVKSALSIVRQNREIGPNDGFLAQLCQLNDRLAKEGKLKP
BoNT F protease: inhibitors of Botulinum neurotoxin F light chain protease; 360,000 compounds, 0.22% hits; Multiplex microsphere protease cleavage assay, flow cytometry; AID 588497; inhibition, % at 10 µM; in the data active = inhibition above about 35%, passing the limit was not always enough; also: plate controls were buffer without enzyme for full effect and enzyme alone for no effect
UGM FP inh: inhibitors of M. tuberculosis UDP-galactopyranose mutase; purified UGM, fluorescence polarization probe displacement; inhibition, % at 10 µM; 320,000 compounds, 0.06% hits; AID 504406; in the data active = inhibition above about 10%, passing the limit was not always enough
Target sequence (P9WIQ1 whole entry, looked up): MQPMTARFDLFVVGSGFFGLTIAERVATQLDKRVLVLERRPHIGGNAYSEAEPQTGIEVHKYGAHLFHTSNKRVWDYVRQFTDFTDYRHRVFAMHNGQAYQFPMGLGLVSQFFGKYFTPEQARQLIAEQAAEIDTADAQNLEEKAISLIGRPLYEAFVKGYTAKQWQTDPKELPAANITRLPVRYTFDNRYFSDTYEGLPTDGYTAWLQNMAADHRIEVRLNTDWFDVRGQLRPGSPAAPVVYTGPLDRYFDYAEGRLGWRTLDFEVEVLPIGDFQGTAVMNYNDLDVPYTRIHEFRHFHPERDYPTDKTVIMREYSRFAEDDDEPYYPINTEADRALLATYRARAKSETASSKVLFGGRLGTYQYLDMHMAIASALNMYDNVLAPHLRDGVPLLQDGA
FadD28 binding: inhibitors of Mycobacterium tuberculosis FadD28 bisubstrate binding | 360,000 compounds, 0.22% hits | inhibition, % at 12.5 µM | FadD28 bisubstrate probe binding, fluorescence polarization; in the data active = inhibition above about 8.5%, passing the limit was not always enough
GDH-TPI counter: inhibits GDH-TPI coupling enzymes, artifact for Mtb FBA screen; GDH-TPI coupled enzyme counterscreen, NADH absorbance; inhibition, % at 4.8 µM; 360,000 compounds, 1.2% hits;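 also: 0% = DMSO wells and 100% = wells lacking the enzyme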
Rv3671c protease: Rv3671c (M. tuberculosis) protease inhibition | 320,000 compounds, 0.048% hits | P9WHR9 | inhibition, % at 5.96 µM | AID 2606; in the data active = inhibition above about 38%;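 also: extracellular domain of Rv3671c used as enzyme; 0% = enzyme with DMSO and 100% = no enzyme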
Mtb FBA inh: inhibitors of M. tuberculosis fructose-bisphosphate aldolase | P9WQA3 | AID 588726 | purified M. tuberculosis FBA, fluorescence read-out | inhibition, % at 1 µM | 360,000 compounds, 2.3% hits; in the data active = inhibition above about 27%;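 also: 0% = vehicle and 100% = reference inhibitor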
MazF activator: activators of E. coli MazEF toxin-antitoxin RNase; AID 504720; P0AE70; 350,000 compounds, 0.32% hits; FAM/BHQ RNA-DNA oligo cleavage fluorescence, 5 h; activation, % at 20 µM; in the data active = activation above about 50%
Target sequence (P0AE70 whole entry, looked up): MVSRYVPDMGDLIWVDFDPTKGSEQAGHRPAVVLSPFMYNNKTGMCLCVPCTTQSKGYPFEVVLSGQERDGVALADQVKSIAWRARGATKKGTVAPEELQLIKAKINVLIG
Mtb BioA inh: inhibitors of Mycobacterium tuberculosis BioA enzyme; inhibition, % at 9.99 µM; 360,000 compounds, 0.096% hits; purified M. tuberculosis BioA enzyme, plate reader; in the data active = inhibition above about 40%
CCHFV vOTU inh: blocks the CCHF virus ovarian tumor domain protease | inhibition, % at 11.5 µM | 370,000 compounds, 0.55% hits | AID 651958 | CCHFV vOTU protease, Pep-AMC fluorescence; also: 0% = vehicle wells with enzyme and 100% = no enzyme wells
* marks the source's active call; other numbers are inactive results; nt = no result given. Rule as the data show it, unless noted: active = inhibition above about 30%; inactive = the rest.

molecule	VHR inh abs	BoNT F protease	UGM FP inh	FadD28 binding	GDH-TPI counter	Rv3671c protease	Mtb FBA inh	MazF activator	Mtb BioA inh	CCHFV vOTU inh
O=C(NCc1cc(C(F)(F)F)cc(C(F)(F)F)c1)c1cc(-c2cc(F)ccc2OCC2CCCO2)n[nH]1 (stereo not given)	nt	1	nt	-0.8	1	nt	-1	nt	-0.6	15
CSc1cccc(-c2nnc(NC(=O)c3cccc(N4C(=O)CCC4=O)c3)o2)c1	nt	-3	nt	-1.5	-1	7	0	0	-0.3	-5
CC(C)(C)OC(=O)N/N=C\C=C\c1ccc2c(c1)OCO2	7	1	-1.7	-4.3	26	3	-1	8	nt	1
CSc1ccccc1NP1(=O)OCC(C)([N+](=O)[O-])CO1 (stereo not given)	nt	4	nt	-1.0	5	nt	-1	2	nt	-8
Cc1ccc(C)c(OCCC(=O)OCC(=O)Nc2cc(S(=O)(=O)N3CCOCC3)ccc2C)c1	nt	-4	-1.3	-3.1	-5	-42	-2	-8	-2.1	0
CCOc1ccc(-n2c(Cc3ccccc3)nnc2SCc2c(C)noc2C)cc1	20	-1	-0.5	-4.2	1	-7	15	10	19	4
Cn1c(N)c(S(=O)(=O)N2CCN(Cc3ccccc3)CC2)c(=O)n(C)c1=O	18	0	0.6	-1.4	14	-5	1	3	nt	-2
Cn1c(=O)[nH]c(=O)c2c1nc(N1CCCCCC1)n2CCN1CCCCCC1	31	-8	4.2	-0.8	0	-16	3	-1	0.0	3
C=CCn1c(C(C)NC(=O)C(C)(C)C)nc2ccccc21 (stereo not given)	-5	2	1.2	1.1	12	-2	1	6	-3.4	-15
COc1cc(CC(=O)N2CCN(C(=O)C3CCCO3)CC2)cc(OC)c1OC (stereo not given)	nt	4	3.1	0.4	1	-4	-2	5	0.5	7
CC1=CC2=NC(=O)/C(=C\c3cn(C)c4ccccc34)C(=N)N2O1	7	-4	4.2	-0.8	5	-4	-1	27	nt	-12
CCn1c2ccccc2c2cc(NC(=O)CSc3nnnn3-c3ccccc3)ccc21	-6	-11	-1.8	-0.5	21	3	0	-6	-1.3	-6
CCc1nc2ccc(C(=O)NCc3ccccc3OC)cn2c1N(C)C(=O)Cc1ccccc1	nt	-2	nt	-2.3	0	nt	2	nt	-1.4	-3
Cc1ccc(NC(=O)CSCc2n[nH]c(=O)[nH]2)c(Br)c1	6	-6	6.1	-1.4	-3	0	-2	2	nt	-10
Cc1ccn2cc(-c3cccc(S(=O)(=O)N4CCCC4)c3)nc2c1	-2	8	-0.5	-4.8	5	-3	4	8	-1.3	-8
COc1ccc(C2N(c3ccc(Cl)cc3)C(=O)C3CCCN32)cc1 (stereo not given)	-37	0	-0.2	-1.7	-5	-8	3	6	1.0	-4
c1ccc(OCCNc2ccn3nc(-c4ccc(OCCN5CCOCC5)cc4)cc3n2)cc1	nt	-5	nt	-5.1	12	nt	12	nt	-1.8	2
O=C1NC(=O)N(c2ccc(Cl)cc2)C(=O)/C1=C/c1ccc2c(c1)CCN2Cc1ccccc1Cl	nt	3	nt	-0.1	1	nt	0	1	-0.3	11
O=C(Nc1ccccc1)Nc1nnc(COc2ccccc2F)s1	4	-9	-1.8	1.1	-2	-48	0	2	nt	3
CCOCCn1c(C(C)C)nc2ccccc21	10	3	-0.4	-4.8	-3	2	-2	5	-1.3	11
COc1ccccc1NC(=S)NC(C)C(c1cccs1)N1CCOCC1 (stereo not given)	9	-4	-0.9	0.4	3	-5	0	8	-1.3	-4
NC(=O)c1ccsc1NC(=O)CS(=O)(=O)c1ccc(Cl)cc1	56*	7	2.5	-0.1	12	-25	2	5	-1.4	5
CN(C)S(=O)(=O)c1ccc(N2CCCC2)c(C(=O)NCC2CCCCC2)c1	15	-3	4.0	-1.9	3	-3	1	4	nt	7
CSc1nnc(OC(=O)N(C)C)n1-c1ccc(Cl)cc1	29	8	-2.0	-0.2	-2	9	-1	1	nt	-10
CN(C)c1ccnc2sc(C(=O)NCc3ccccc3)c(N)c12	22	-12	0.9	-2.7	1	-1	1	7	5.1	4
COc1cc(C(=O)NCCOc2ccc(C)c(C)c2)cc(OC)c1OC	0	-8	1.1	-2.0	0	7	-1	0	1.4	-6
O=C(CSc1nnc(SCc2ccc(Cl)cc2)s1)N/N=C/c1ccc(C(=O)O)cc1	-4	0	0.6	-3.7	0	-14	-3	0	-2.0	17
O=C(NC1CCCc2ccccc21)C1CCN(S(=O)(=O)c2cccc(C(F)(F)F)c2)CC1 (stereo not given)	-4	9	1.7	-1.9	-5	-9	0	1	0.2	-21
c1ccc(-c2cc(-c3nn4c(-c5ccco5)nnc4s3)c3ccccc3n2)cc1	13	12	nt	-3.2	29	3	2	-28	1.9	nt
COc1ccc(C(CNC(=O)COc2ccc(-c3ccccc3)cc2)N2CCOCC2)cc1 (stereo not given)	-8	-11	-0.3	-2.8	11	-2	-1	3	-0.3	1
CSc1cccc(NC(=O)CN(c2ccccc2)S(=O)(=O)N(C)C)c1	6	7	-0.6	-0.5	-1	-2	2	-2	0.6	-2
COC(=O)CC1C(=O)NCCN1C(=O)OC(C)(C)C (stereo not given)	1	-3	1.6	-0.4	6	-1	-2	3	-1.5	-6
COc1cc(CNC(=O)CCCC(=O)c2ccccc2)cc(OC)c1OC	2	-5	-2.1	-2.4	-8	10	-1	8	2.3	3
O=C(C1CC1)N1CCN=C1SCc1ccccc1	32	-4	0.3	-0.5	1	-2	1	-1	-1.0	9
N#C/C(=C/c1ccccc1)C(=O)NCc1ccccc1	34	-7	0.7	-2.0	4	7	2	-15	0.3	16
O=S(=O)(NCc1cccnc1)c1ccc(Cl)cc1	16	0	0.8	-2.1	-1	-2	1	-1	2.8	-3
COC(=O)c1ccccc1NC(=O)CSc1n[nH]c(C)n1	27	nt	1.2	-0.7	-4	6	2	2	-4.6	-5
Cn1c(=O)n(C)c2cc(/C=N/NC(=O)c3cccc(Br)c3)ccc21	24	-3	-1.5	-6.0	32*	-7	1	9	4.6	-8
CC(=O)c1cc(CN2C(=O)CCC2=O)cs1	14	3	1.4	-3.8	-3	-1	-1	-3	-2.0	14
O=C(Cc1cccs1)NCc1cn2ccccc2n1	11	-5	-0.4	-3.6	-4	2	10	3	-0.4	5
O=C(Nc1cccc(O)c1)c1cc(S(=O)(=O)N2CCCC2)ccc1Cl	17	13	2.8	-3.1	-10	-1	0	1	0.9	0
O=C(CNC(=O)OCc1ccccc1)Oc1cc2oc(=O)cc(-c3ccccc3)c2cc1Cl	-1	-7	-0.5	-0.6	31*	-1	37*	-5	0.8	nt
COc1ccc(/C=C2\SC(N3CCc4ccccc4C3)=NC2=O)cc1	8	-11	-0.5	0.0	41*	-2	1	-8	-1.3	14
COC(=O)C1=C(C)OC(N)=C(C#N)C1c1ccsc1 (stereo not given)	22	3	3.8	-3.4	-4	-9	1	1	1.3	-6
CN(C)CCN(C(=O)c1ccc(S(=O)(=O)N(C)CC2CCCO2)cc1)c1nc2cc3c(cc2s1)OCO3 (stereo not given)	1	4	7.1	-2.4	5	-6	0	6	-0.8	-1
COc1cc(OC)cc(-n2nnnc2SCC(=O)N2CCCc3ccccc32)c1	-15	5	-1.2	-4.8	3	-13	-2	3	-4.0	-8
CC(C)(C)c1ccc(C2(C)NC(=O)N(CC(=O)NC3CCS(=O)(=O)C3)C2=O)cc1 (stereo not given)	nt	-5	nt	0.5	-7	nt	1	1	-1.8	-7
NC(=O)C(C(=O)/C=C/c1ccc(Cl)cc1)=C1SCCS1	11	-4	-0.5	-0.9	44*	-11	3	3	0.4	3

Outcome played no part in choosing rows; overall some 4.9% were active at least once.
